RGS4 pot: RGS4 potentiation or activation | hit rate 0.92% among 310,000 | HEK293 M3R/inducible RGS4, carbachol calcium flux Fluo4; active compounds read low | B-score at 10 µM;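 active = B-score of the integrated calcium signal more than 4 SD below the library mean, with starting fluorescence not abnormally high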;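 note: negative B-score means reduced calcium response which marks RGS4 activation or potentiation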
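Material: Inducible-RGS4 HEK293 cells carrying M3 receptor; also added: carbachol at ECmax as muscarinic agonist stimulus; incubation: compound preincubation 20 min at room temperature before agonist; signal: Fluo4-AM (2 µM) calcium-flux fluorescence, kinetic read; measure: integrated calcium ratio converted to B score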
SKKanGAS inh: SKKanGAS growth inhibition. hit rate 1.3% among 300,000. S. pyogenes SKKanGAS, kanamycin growth, BacTiter-Glo, 6 h. inhibition, % at 7.5 µM;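 active = mean replicate score, as percent of positive control median, at least 50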;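 note: strain carries kanamycin resistance gene driven by streptokinase promoter and grows in 40 µg/ml kanamycin; loss of luminescence reflects streptokinase promoter inhibition or plain growth inhibition; 0% = median of DMSO wells and 100% = positive control at its reference dose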
TMEM16A act: mouse TMEM16A channel activation, primary screen; Q8BHY3; HEK293 TMEM16A/YFP-H148Q/I152L, iodide quench fluorescence; active compounds read low; B-score at 10 µM; hit rate 0.3% among 340,000; AID 623877;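 active = fluorescence-ratio B-score plate-corrected deviation score at least 3 library SD below zero, with starting fluorescence score within 5 deviations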;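 note: channel opened by trigger with iodide after compound preincubation; score built on the fluorescence ratio of max minus min over baseline; more negative score means more quench and so TMEM16A activation or potentiation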
TRPC6 activator: activators of mouse TRPC6 channel | AID 2550 | B-score at 10 µM | hit rate 0.13% among 310,000 | HEK293-TRPC6 membrane potential dye fluorescence; active compounds read high | Q61143;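 active = B-score of the integrated fluorescence ratio above library mean plus 3 SD, and starting fluorescence ratio within library mean plus 5 SD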;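 note: higher score means more depolarization so channel activation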
HDAC3 inh: blocks human histone deacetylase 3 | O15379 | recombinant HDAC3, fluorogenic peptide/trypsin coupled, fluorescence | inhibition, % at 8.3 µM | hit rate 0.15% among 320,000; in the data active = inhibition above about 26%, passing the limit was not always enough
Target sequence (O15379 whole entry, looked up): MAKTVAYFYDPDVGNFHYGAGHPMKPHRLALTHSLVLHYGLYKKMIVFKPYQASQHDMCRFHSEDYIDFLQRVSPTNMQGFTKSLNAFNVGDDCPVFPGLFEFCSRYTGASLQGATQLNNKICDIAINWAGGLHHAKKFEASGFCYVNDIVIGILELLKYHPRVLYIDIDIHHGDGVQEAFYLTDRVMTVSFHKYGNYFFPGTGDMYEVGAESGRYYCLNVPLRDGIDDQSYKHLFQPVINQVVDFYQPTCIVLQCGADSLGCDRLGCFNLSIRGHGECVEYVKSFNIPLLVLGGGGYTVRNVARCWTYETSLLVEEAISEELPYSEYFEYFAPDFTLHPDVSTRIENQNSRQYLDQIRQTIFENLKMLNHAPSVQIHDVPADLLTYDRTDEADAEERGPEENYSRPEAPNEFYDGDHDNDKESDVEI
MrgX1 allo act: allosterically activates human MrgX1 receptor signaling. Q96LB2. MrgX1-HEK293, Fluo-4 calcium flux, FDSS; active compounds read high. B-score at 10 µM. hit rate 0.63% among 310,000;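 active = plate-corrected calcium response at least 3 library SD above typical, normal starting fluorescence, not activating the receptor alone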;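 note: compound read alongside a low EC10 to EC30 dose of BAM8-22 agonist; peak minus trough fluorescence over baseline measured at the second addition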
Target sequence (Q96LB2 whole entry, looked up): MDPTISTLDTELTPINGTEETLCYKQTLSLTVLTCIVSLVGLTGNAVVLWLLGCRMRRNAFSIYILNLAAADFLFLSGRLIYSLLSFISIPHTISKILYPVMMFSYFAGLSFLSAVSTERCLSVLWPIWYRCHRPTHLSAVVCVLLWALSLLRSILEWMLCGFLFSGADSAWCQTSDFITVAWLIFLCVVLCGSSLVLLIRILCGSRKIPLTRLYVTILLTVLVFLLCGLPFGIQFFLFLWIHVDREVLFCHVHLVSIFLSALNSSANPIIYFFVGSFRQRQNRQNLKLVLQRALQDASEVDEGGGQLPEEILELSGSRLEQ
MrgX1 ag: human MrgX1 receptor agonism, primary screen; Q96LB2; MrgX1-HEK293 cells, Fluo-4 calcium fluorescence, agonist mode; active compounds read high; B-score at 10 µM; hit rate 0.44% among 310,000; AID 588627;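 active = calcium response B-score plate-corrected fluorescence ratio at least 3 library SD, with starting fluorescence B-score inside 5 SD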
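Test system: HEK293 cells stably expressing human MrgX1 receptor; Input: fifteen thousand cells per well; Dosing: compound delivered in addition one of three; Schedule: overnight seeding, then 1 h dark dye loading; Technique: Fluo-4 NW calcium fluorescence; Measure: B-scored fluorescence response ratio; Controls: positive and negative controls per plate.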
TRPC6 inh: mouse TRPC6 channel inhibition. AID 2553. HEK293-TRPC6, membrane potential dye, ACh-evoked depolarization; active compounds read low. hit rate 1.1% among 310,000. B-score at 10 µM. Q61143;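 active = B-score under library mean minus 3 SD, initial fluorescence not abnormally high, positive integrated signal ratio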;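 note: B-score derived from integrated fluorescence ratio over the kinetic read; more negative B-score means stronger inhibition of depolarization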
RGS4 inh: human RGS4 inhibition | P49798 | HEK293 M3R/RGS4 inducible, Fluo-4 calcium flux; active compounds read high; triggered by carbachol at its EC20 | B-score at 10 µM | hit rate 0.45% among 310,000;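 active = B-score, a plate-corrected calcium signal, over three deviations above library mean, with baseline fluorescence within five deviations of library mean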;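 note: RGS4 expression induced by doxycycline in cells with stable M3 receptor; B-score is computed from the integrated fluorescence ratio over baseline after carbachol; higher B-score means a larger calcium signal and so more RGS4 inhibition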
Target sequence (P49798 whole entry, looked up): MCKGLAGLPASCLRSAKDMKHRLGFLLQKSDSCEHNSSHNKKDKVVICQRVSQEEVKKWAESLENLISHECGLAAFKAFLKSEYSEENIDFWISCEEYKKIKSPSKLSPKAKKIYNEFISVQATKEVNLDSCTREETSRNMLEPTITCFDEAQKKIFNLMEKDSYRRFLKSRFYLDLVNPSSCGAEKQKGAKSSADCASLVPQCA
ANO1 block: inhibitors of mouse TMEM16A calcium-activated chloride channel. hit rate 1.2% among 310,000. HEK293 TMEM16A/YFP iodide influx fluorescence, ionomycin. normalized B-score (activity score, 25-100; higher = stronger inhibition) at 10 µM;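 active = ratio plate-corrected score three or more library SD toward inhibition, starting fluorescence score within five deviations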;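 note: score derived from kinetic fluorescence span divided by baseline fluorescence per well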
MrgX1 antagonist: blocks BAM8-22 activation of human MrgX1 receptor; MRGX1-HEK293 calcium flux, Fluo-4, BAM8-22 antagonism; active compounds read low; B-score at 10 µM; hit rate 1.3% among 310,000;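 active = calcium-response B-score plate-corrected more than 3 library SD below zero, starting fluorescence within 5 deviations, no agonist response on first addition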;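 note: peak minus trough fluorescence over baseline after final BAM8-22 challenge near maximal dose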
Starred values were filed as active, the others as inactive; i = inactive; nt = not tested or not shown.

SMILES	RGS4 pot	SKKanGAS inh	TMEM16A act	TRPC6 activator	HDAC3 inh	MrgX1 allo act	MrgX1 ag	TRPC6 inh	RGS4 inh	ANO1 block	MrgX1 antagonist
CCOC(=O)CSc1cc(C)nc(N)n1	i	-2.7	i	i	nt	i	i	i	i	i	i
CN(Cc1ccccc1)C(=O)CN1C(=O)C2C3C=CC(C3)C2C1=O (stereo not drawn)	i	0.4	i	i	-3.7	i	i	i	i	i	i
Cc1c(C(=O)NCCN2CCOCC2)oc2ccc(S(=O)(=O)N3CCCCCC3)cc12	i	-10.8	i	i	-2.3	i	i	i	i	i	i
COc1ccc(NC2=C(NCCO)C(=O)c3ccccc3C2=O)cc1	i	10.9	i	i	-8.9	i	i	i	i	i	i
COC(=O)c1ccc(NC(=O)c2cccc(Cl)c2)o1	i	4.2	i	i	4.3	i	i	i	i	i	i
Cc1cc(C)c(-c2cc(C)nc3ncnn23)c(C)c1	i	0.0	i	i	12.3	i	i	i	i	i	i
CCOC(=O)c1cnc2ccc(Cl)cc2c1Nc1ccc(S(=O)(=O)Nc2ncccn2)cc1	i	21.2	i	i	3.6	i	i	i	i	i	i
C=CCN1C(=O)/C(=C\c2ccc(OC(=O)c3ccco3)c(OC)c2)SC1=S	i	8.9	i	i	3.0	i	i	i	i	i	i
COCCCNc1nc2ccccc2nc1NS(=O)(=O)c1ccc(F)cc1	i	6.7	nt	i	-9.0	i	i	i	i	i	i
CCOC(=O)/C(C#N)=C/c1c(N2CCN(c3ccc(OC)cc3)CC2)nc2c(C)cccn2c1=O	i	24.8	i	i	6.2	i	i	i	i	i	i
O=c1c(Cl)c(N2CCC3(CC2)OCCO3)cnn1C12CC3CC(CC(C3)C1)C2	i	6.1	i	i	3.6	i	i	i	i	i	i
CCC/C(C)=N/NC(=O)c1ccccc1O	i	-2.1	i	i	2.5	i	i	i	i	i	i
Cc1ccc2nc(-c3ccncc3)c(NC3CCCC3)n2c1	i	-13.9	i	i	-3.3	i	i	i	i	i	i
Cc1ccc(-n2c(SCC(=O)Nc3cc(C)on3)nc3c(c2=O)SC(C)C3)cc1 (stereo not drawn)	i	-0.2	i	i	nt	i	i	i	i	i	i
CCOC(=O)CN1C(=O)S/C(=C/c2cc(C)n(C)c2C)C1=O	i	-0.1	i	i	5.9	i	i	i	i	i	i
CCOC(=O)c1cc2c(N)c(C(=O)c3ccc(Br)cc3)sc2[nH]c1=O	i	24.2	i	i	0.6	i	i	i	i	i	i
CCOc1ccc(CNC(=O)Cn2c(=O)c3cccn3c3ccccc32)cc1	i	2.2	i	i	4.0	i	i	i	i	i	i
NC(N)=NCCCc1cn(CC(=O)N2CCNCC2)nn1	i	4.2	i	i	-6.4	i	i	i	i	i	i
O=C(NCCc1nnc2ccc(NCCCN3CCOCC3)nn12)c1ccccc1	i	-0.3	i	i	0.7	i	i	i	i	i	i
CC(C)c1ccc(NC(=O)C(c2ccccc2)N(C)C(=O)c2cnccn2)cc1 (stereo not drawn)	i	-5.2	i	i	-0.7	i	i	i	i	i	i
N#Cc1ccc[n+](CC(=O)c2ccc(NC(=O)c3ccccc3)cc2)c1	i	1.9	i	i	3.5	i	i	i	i	i	i
CCOCCCNCC(=O)Nc1ccc(S(=O)(=O)NC(C)CC)cc1 (stereo not drawn)	i	1.5	i	i	3.0	i	i	i	i	i	i
Cc1ccc(Cl)cc1N1CCN(C(=O)c2ccc3c(c2)CCN3S(C)(=O)=O)CC1	i	5.9	i	i	nt	i	i	i	i	i	i
Cc1ccc(CNC(=O)CCS(=O)(=O)c2cccc3nsnc23)cc1	i	-3.6	i	i	1.7	i	i	i	i	i	i
COC(=O)Cc1csc(NC(=O)CSc2nnc3ccccn23)n1	i	-5.4	i	i	5.2	i	i	i	i	i	i
Cc1cc(NC(=O)Cc2csc(-c3ccccc3)n2)ccc1Br	i	-4.7	i	i	-8.2	i	i	i	i	i	i
Cc1cc(C(F)(F)F)cc(NNC(=O)NC(=O)c2ccccc2Cl)n1	i	2.2	i	i	5.1	i	i	i	i	i	i
O=C(NCC1CCN(Cc2cccc(Cl)c2)CC1)Nc1ccc(Cl)cc1	i	13.7	i	i	-8.2	i	i	i	i	i	i
O=C(Nc1ccc(CN2CCOCC2)cc1)c1ccc(-c2ccc(Cl)cc2Cl)o1	i	-0.7	i	i	6.1	i	i	i	i	i	i
COC(=O)c1ccc(OC)c(CSc2nnc(COc3ccc(OC)cc3)o2)c1	i	-10.1	i	i	7.3	i	i	i	i	i	i
Cc1nc2ncnn2c(C)c1CCC(=O)N1CCN(c2ccccn2)CC1	i	5.1	i	i	-8.6	i	i	i	i	i	i
CCOC(=O)c1c(C)c(-c2ccccc2)n(CC(=O)NCCC(C)C)c1C	i	2.9	i	i	-5.7	i	i	i	i	i	i
CC(C(=O)c1ccc(-c2ccccc2)cc1)[n+]1cccc(NC(=O)c2ccccc2)c1 (stereo not drawn)	i	1.3	i	i	2.9	i	i	i	i	i	i
Cc1ccccc1N1CCN(CCCN2C(=O)C3CCCCN3C2=O)CC1 (stereo not drawn)	i	6.2	i	i	-15.0	i	i	i	i	i	i
CC/C(=N\OC(=O)c1ccc(OC(C)C)cc1)c1ccc(C)cc1	i	11.1	i	i	1.9	i	i	i	i	100*	i
CCOC(=O)C1CCN(C(=O)CCNC(=O)c2ccccc2OC)CC1	i	-1.4	i	i	-1.6	i	i	i	i	i	i
Cc1ccc2[nH]c(=O)c(CN(CC3CCCO3)S(=O)(=O)c3c(C)ccc4nsnc34)cc2c1 (stereo not drawn)	i	0.5	i	i	1.0	i	i	i	i	i	i
COc1cc(C(=O)NCc2cc(C)nc3ccccc23)cc(OC)c1OC	i	-1.8	i	i	1.1	i	i	i	i	i	i
CCOc1ccc(S(=O)(=O)N2CCC(C(=O)NCc3cccnc3)CC2)cc1	i	-5.8	i	i	3.5	i	i	i	i	i	i
Cc1ccc(NC(=O)C(=O)Nc2ccc(C)cn2)nc1	i	1.6	i	i	-1.9	i	i	i	i	i	i
CC(=O)c1cccc(Nc2ccc(-c3ccccc3F)nn2)c1	i	4.2	i	i	1.5	i	i	i	i	i	i
COc1cccc(CNC(=O)CCC2CCCN(C(=O)c3cccnc3SC)C2)c1 (stereo not drawn)	i	-0.4	i	i	1.3	i	i	i	i	i	i
Cc1ccc(-c2nc3c(c(SCC(=O)N4CCOCC4)n2)COC(C)(C)C3)cc1	i	6.7	i	i	-9.8	i	i	i	i	i	i
CC(=O)c1ccc(NC(=O)C[n+]2ccc(N(C)C)cc2)cc1	i	-4.3	i	i	-2.8	i	i	i	i	i	i
N#Cc1nc(-c2ccccc2)oc1NCc1ccco1	i	-2.5	i	i	-72.1	i	i	i	i	i	i
O=C(O)C(Sc1ccncn1)c1ccccc1 (stereo not drawn)	i	-8.9	i	i	-7.0	i	i	i	i	i	i
CC1CCCN(CC(O)COc2ccc(-c3ccccc3)cc2)C1 (stereo not drawn)	i	-1.2	i	i	1.6	i	i	i	i	i	i
CCOc1ccc(OCC(=O)N2CCOCC2)cc1	i	-1.0	i	i	-1.7	i	i	i	i	i	i
Cc1cc(C(=O)CSc2nnnn2C)c(C)n1-c1cccc(F)c1	i	5.1	i	i	1.1	i	i	i	i	i	i
Cc1cccc(NC(=O)c2ccc(S(=O)(=O)N3CC(C)OC(C)C3)cc2)n1 (stereo not drawn)	i	-13.9	i	i	11.6	i	i	i	i	i	i
Continuation:
SMILES	RGS4 pot	SKKanGAS inh	TMEM16A act	TRPC6 activator	HDAC3 inh	MrgX1 allo act	MrgX1 ag	TRPC6 inh	RGS4 inh	ANO1 block	MrgX1 antagonist
CC1(C)CC(NS(=O)(=O)c2ccc(C(C)(C)C)cc2)CC(C)(C)N1	i	-2.1	i	i	-5.7	i	i	i	i	i	i
CC(C)[C@H](NC(N)=O)C(=O)Nc1cccc(S(=O)(=O)N2CCOCC2)c1	i	1.4	i	i	7.4	i	i	i	i	i	i
C=CS(=O)(=O)c1sc(Cl)c(N2CCOCC2)c1[N+](=O)[O-]	-10.6*	0.9	i	i	nt	nt	nt	i	i	nt	nt
CCn1c(SCC(N)=O)nnc1C(C)C	i	-1.8	i	i	-2.5	i	i	i	i	i	i
COc1ccc(-c2cc(C(=O)NC(Cc3c[nH]c4ccccc34)C(=O)O)c(C)o2)cc1OC (stereo not drawn)	i	5.5	i	i	4.4	i	i	i	i	i	i
COc1ccc(CNCCC(c2ccc(OC(C)C)cc2)C(C)C)cc1OC (stereo not drawn)	i	-1.3	i	i	3.8	i	i	i	i	i	i
Cc1cc2c(cc1C)NC(c1cccnc1)C1=C(CC(C)(C)CC1=O)N2 (stereo not drawn)	i	-2.5	i	i	4.4	i	i	i	i	i	i
CCN1CCN(S(=O)(=O)c2ccc(Cl)c(C(=O)NC(C)c3ccccc3Cl)c2)CC1 (stereo not drawn)	i	0.3	i	i	-2.8	i	i	i	i	i	-5.39*
O=C1OC(c2cccs2)=N/C1=C\c1ccc(-c2ccccc2Cl)o1	i	-0.1	i	i	nt	nt	nt	i	i	nt	nt
COc1ccc2c(C(=O)CN3CCN(c4ccccc4)CC3)c[nH]c2c1	i	-8.1	i	i	4.7	i	i	i	i	i	i
CCNC(=S)N1N=C2c3ccccc3CCC2C1c1ccc(F)cc1 (stereo not drawn)	i	39.3	i	i	-5.0	i	i	i	i	i	i
C[C@@]12C(=O)N(c3cccc(F)c3)C(=O)N1[C@H](c1ccc(F)cc1)[C@@H]1C(=O)N(C3CCCCC3)C(=O)[C@@H]12	i	2.6	i	i	-0.5	i	i	i	i	i	i
CC(C)(CNS(=O)(=O)c1ccc(F)cc1)CNS(=O)(=O)c1ccc(F)cc1	i	1.9	i	i	5.2	i	i	i	i	i	i
CCCCC1=C([O-])C2N=CC=CC2=[N+](c2ccccn2)C1=O (stereo not drawn)	i	-4.4	i	i	1.0	i	i	i	i	i	i
COc1ccc(C)cc1NC(=O)CSc1ccc(Cl)cc1	i	-4.2	i	i	5.6	i	i	i	i	i	i
COCCOC1CCN(C(=O)C2CCC(=O)N(CCc3ccccc3)C2)CC1 (stereo not drawn)	i	-12.3	i	i	-3.2	i	i	i	i	i	i
Cc1ccc(N2C(=O)N(CC(=O)Nc3ccc(F)c(F)c3)C(=O)C2C)cc1 (stereo not drawn)	i	6.4	i	i	1.9	i	i	i	i	i	i
COc1ccc(N2CCN(C3CCCN(Cc4cccc(C)c4)C3)CC2)cc1 (stereo not drawn)	i	-4.3	i	i	0.9	i	i	i	i	i	i
